Screening results from PubChem.
BB579 growth dn: reduces growth of yeast BB579 in restrictive medium; hit rate 0.51% among 140,000; S. cerevisiae BB579 growth, OD615, 48 h; inhibition, % at 10 µM; AID 804;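 active = inhibition above a set limit, 3 SD over the mean compound inhibition, cut at about 44% in these data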; also: inactives centre near -24
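System: Saccharomyces cerevisiae DeaD strain BB579, replicative lifespan model yeast. Buffer or medium: restrictive glucose-based CSMM-D medium. Doses: one dose, 10 µM compound with 0.25% DMSO. Timing: 4 h preincubation and 48 h exposure at 30 °C. Detection: turbidity as optical density at 615 nm. Benchmarks: amphotericin B 10 µg/mL, positive.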
Measles CPE: protection of cells from measles virus; AID 841; hit rate 1.5% among 140,000; protection (pct of control), % at 4 µM; Measles virus-infected cells, CPE protection, absorbance; in the data active = protection mostly above about 24%, no sharp cut-off; inactive = mostly below about 26%; also: some compounds called inactive have numbers as strong as hits
HCT116 bCat-KO: beta-catenin-lacking colon tumor cell growth suppression | HCT116 beta-catenin knockout viability, CellTiter-Glo, 60 h; hits give low values | viability, % at 10 µM | hit rate 1.5% among 140,000 | AID 818;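 active = viability at or under a set limit, the compound median less 4 SD, cut at about 6% in these data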;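 also: 0% = Hyamine 1622 control at 20 µM and 100% = untreated cell control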
NPY-Y2 antag: blocks the human neuropeptide Y Y2 receptor | P49146 | NPY-Y2 expressing cells, antagonist mode | inhibition, % at 2.7 µM | hit rate 0.99% among 140,000; in the data active = inhibition above about 17%;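 also: 0% = vehicle with agonist challenge and 100% = reference antagonist with challenge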
Target sequence (P49146 whole entry, looked up): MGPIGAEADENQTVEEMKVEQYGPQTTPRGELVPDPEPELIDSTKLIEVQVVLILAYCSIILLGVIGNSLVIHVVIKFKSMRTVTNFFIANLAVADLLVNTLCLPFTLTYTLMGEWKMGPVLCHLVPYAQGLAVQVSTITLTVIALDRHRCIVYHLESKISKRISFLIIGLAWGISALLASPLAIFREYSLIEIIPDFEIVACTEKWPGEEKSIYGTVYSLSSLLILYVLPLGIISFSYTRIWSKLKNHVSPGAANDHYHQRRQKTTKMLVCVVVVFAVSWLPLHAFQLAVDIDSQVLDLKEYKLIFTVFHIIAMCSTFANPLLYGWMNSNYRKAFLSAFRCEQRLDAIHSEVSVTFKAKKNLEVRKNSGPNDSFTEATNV
MRP-1 activ: activators of MRP-1; AID 799; viability increase, % at 10 µM; H69AR cells + doxorubicin, viability rescue, CellTiter-Glo; hit rate 0.61% among 140,000;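 active = viability gain under doxorubicin at or above a set limit, the compound median plus 3 SD, cut at about 4.7% in these data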;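 also: MRP-1 overexpressing cells given doxorubicin 25 µM after compound pretreatment; 18-22 h compound pretreatment then 72 h with doxorubicin before readout; 0% = doxorubicin-only wells and 100% = vehicle-treated cells without doxorubicin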
Yeast life ext: yeast lifespan extension; AID 775; inhibition of the nicotinamide effect, % at 10 µM; S. cerevisiae growth with nicotinamide, OD615; deaD strain in restrictive glucose medium; hit rate 0.68% among 130,000;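 active = inhibition above a set limit, placed 3 SD over the median of all compounds, cut at about 26% in these data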;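 also: 0% = nicotinamide-treated wells and 100% = cells grown without nicotinamide; some compounds called inactive have numbers as strong as hits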
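System: DeaD-strain S. cerevisiae / Buffer or medium: CSMM-D, restrictive glucose (dextrose) synthetic minimal medium / Probe or stimulus: nicotinamide, 1.5 mM, co-present with compound / Compound: one concentration, 10 µM, DMSO 0.25% / Incubation: 48 h compound exposure at 30 °C, humidified / Technique: optical density (absorbance) at 615 nm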
PTEN del growth: PTEN-deleted cell growth suppression. HCT116 PTEN-null viability, CellTiter-Glo, 60 h; hits give low values. viability, % at 10 µM. hit rate 1.2% among 140,000. AID 827;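 active = viability at or below a set limit, 4 SD under the median of all tested compounds, cut at about 3.7% in these data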;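 also: PTEN knockout HCT116 line with beta catenin targeted HCT116 as companion control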
GALR2 blocker: blocks the human galanin receptor 2; inhibition, % at 4 µM; hit rate 0.39% among 140,000; GALR2-expressing cells, antagonist mode; AID 828; O43603; in the data active = inhibition above about 27%;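 also: cells stimulated with galanin 1-16 at roughly its EC80; 0% = agonist challenge control and 100% = basal control without agonist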
Target sequence (O43603 whole entry, looked up): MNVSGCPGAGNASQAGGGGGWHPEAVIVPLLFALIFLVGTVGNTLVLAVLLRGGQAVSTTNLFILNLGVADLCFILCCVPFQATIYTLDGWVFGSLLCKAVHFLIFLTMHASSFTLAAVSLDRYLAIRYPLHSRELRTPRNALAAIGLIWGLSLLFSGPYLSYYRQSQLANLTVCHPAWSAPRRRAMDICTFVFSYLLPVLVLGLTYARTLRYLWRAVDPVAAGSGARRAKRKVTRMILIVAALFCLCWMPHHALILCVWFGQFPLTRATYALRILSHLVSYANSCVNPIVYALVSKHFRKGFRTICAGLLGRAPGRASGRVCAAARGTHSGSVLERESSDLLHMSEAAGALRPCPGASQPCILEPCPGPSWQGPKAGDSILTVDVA
E-sel TNF inh: blocks E-selectin expression induced by TNF alpha | HUVEC TNFa-induced E-selectin immunofluorescence, high content | inhibition, % at 2 µM | hit rate 0.71% among 120,000 | AID 1246;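 active = inhibition above the batch mean plus 3 SD, and confirmed as a hit on visual image review, cut at about 43% in these data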;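 also: 0% = TNF-stimulated DMSO wells and 100% = unstimulated control wells; not every result past the cut was called active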
Phagocytosis inh: inhibitors of macrophage phagocytosis; J774A.1 macrophage IgG-bead phagocytosis, imaging; inhibition, % at 5 µM; hit rate 0.07% among 110,000;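 active = inhibition above the mean of the plate negative controls plus 5 SD, cut at about 13% in these data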;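 also: phagocytic index as fraction of beads internalized from green versus red external bead signal; plate controls were DMSO negative control for no effect and cytochalasin-D positive control for full effect; some results beyond the cut were filed as inactive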
* = called active by the depositor; / = no result given.

SMILES | BB579 growth dn | Measles CPE | HCT116 bCat-KO | NPY-Y2 antag | MRP-1 activ | Yeast life ext | PTEN del growth | GALR2 blocker | E-sel TNF inh | Phagocytosis inh
CCOC(CNC(=O)c1cccn2c(=O)c3cc(Cl)ccc3nc12)OCC | -28 | 4 | 59 | 2 | -0.9 | -9 | 59 | -8 | 23 | 1
O=C(Nc1ccc(Cl)cc1)C1=Cc2cc(Cl)ccc2OC1 | -8 | 5 | 98 | 10 | 3.5 | -18 | 92 | -6 | / | -1
CC(=O)NC1C(Oc2cccc(C)c2)OC2COC(c3ccco3)OC2C1O (stereo not given) | 6 | 13 | 102 | 5 | -1.2 | 0 | 99 | 0 | -5 | -12
CCc1cccc(C)c1NC(=O)C(c1ccc(O)cc1)N1CCC1=O (stereo not given) | -58 | 14 | 88 | 0 | -0.4 | -8 | 103 | -3 | -13 | 0
COc1ccccc1Nc1nc(-c2c(C)[nH]c3ccccc23)cs1 | -36 | 11 | 87 | 0 | -3.1 | -3 | 83 | 30* | / | /
COc1ccc(NC(=O)Cn2nc(Cc3cccnc3)c3ccccc3c2=O)cc1OC | -12 | 8 | 97 | 1 | -1.8 | -8 | 101 | 8 | / | 0
COc1cc(OC)cc(-n2nnnc2SCC(=O)Nc2ccc(C(C)=O)cc2)c1 | -15 | 7 | 79 | -2 | -2.4 | -21 | 81 | -6 | / | 0
Nn1c(SCc2ccccc2)nnc1-c1ccco1 | -18 | 26 | 101 | 3 | -0.2 | -5 | 106 | -6 | / | -2
CCCC[n+]1c(-c2ccc(Cl)cc2Cl)csc1Nc1ccccc1 | -25 | 22 | 69 | 3 | 0.4 | 32* | 60 | 8 | -3 | -8
CCOC(=O)C1=C(C)N(CC)C(=S)NC1c1ccc(Cl)cc1 (stereo not given) | -14 | 15 | 60 | 4 | -1.4 | 6 | 59 | -6 | -2 | -5
CC(=O)N(c1cccc(C)c1)C1SC(=O)N(c2ccccc2)C1=O (stereo not given) | -63 | 10 | 103 | 0 | 0.7 | 13 | 112 | 1 | / | 1
CN(Cc1nc(-c2ccccn2)no1)S(=O)(=O)c1ccc(Cl)cc1 | -44 | 4 | 91 | 4 | -0.6 | -5 | 104 | -1 | -1 | -1
CNc1nc(C)c(C#N)cc1C(C)=O | -22 | 7 | 102 | 2 | -2.2 | -17 | 93 | 1 | 1 | -1
COc1ccc(NS(=O)(=O)c2cccc(C(=O)N/N=C/c3cccs3)c2)cc1 | -14 | 12 | 80 | 0 | -2.9 | 5 | 85 | -1 | 2 | -2
O=C(Nc1cccc(S(=O)(=O)N2CCOCC2)c1)c1c2c(nc3ccccc13)CCC2 | -25 | 5 | 97 | 0 | -2.6 | -3 | 97 | 7 | 37 | -3
CC(=O)c1cc(C(=O)Nc2ccc(C(=O)O)cc2)oc1C | -27 | 30 | 102 | 0 | -0.8 | -10 | 86 | -8 | -3 | 2
Cc1ccc(NC(=O)/C=C/c2cccs2)c([N+](=O)[O-])c1 | -13 | 2 | 42 | 1 | -3.2 | -19 | 43 | -3 | 1 | 2
Cc1ccc(NC(=O)CCNS(=O)(=O)c2cccc3nonc23)cc1 | -44 | 5 | 98 | 2 | 0.2 | 18 | 105 | 2 | -53 | -3
COc1ccc(C(C)=O)cc1CSc1nc2ccccc2o1 | -8 | 11 | 1.1* | 2 | -0.9 | -16 | 1.0* | -1 | -11 | -1
COc1ccc(C(=O)NC(=S)NCc2cccnc2)cc1[N+](=O)[O-] | -24 | 4 | 87 | 0 | -2.2 | 3 | 103 | 0 | / | 4
Cc1cc(C)n2nc(C(=O)OCC(=O)Nc3ccc4c(c3)OC(F)(F)O4)nc2n1 | -20 | 4 | 91 | 6 | 2.2 | -7 | 93 | -11 | 7 | 0
CCOC(=O)c1c(NC(C)=O)sc2c(O)c(CN3CCN(CC)CC3)ccc12 | -28 | 5 | 93 | 2 | -2.2 | -5 | 93 | 0 | -13 | 0
Fc1ccc(-c2ccc(-c3nn4c(-c5ccco5)nnc4s3)o2)cc1 | -14 | 7 | 101 | 3 | -1.5 | 11 | 100 | -5 | 16 | -5
COc1ccccc1Nc1nc(-c2sc(NC(=O)CC(C)C)nc2C)cs1 | -31 | 8 | 95 | 3 | -2.0 | -35 | 93 | -9 | -14 | 2
Cc1[nH]nc2c1C(c1ccc(-c3ccc(Cl)cc3)o1)C(C#N)=C(N)O2 (stereo not given) | -23 | 3 | 1.3* | 0 | -4.7 | -1 | 0.7* | 12 | -4 | 0
Cc1cccc2c1N1C(=O)c3c(C(=O)O)cccc3C1CC2C (stereo not given) | -24 | 18 | 94 | 2 | -2.3 | / | 90 | 0 | -10 | /
COC(=O)CCCc1nc2ccccc2s1 | -27 | 9 | 94 | 0 | -0.6 | -5 | 102 | 2 | 14 | /
Cc1ccc2cc(/C=N/Nc3nc4ccccc4[nH]3)c(Cl)nc2c1 | -1 | 4 | 41 | 3 | -7.1 | -1 | 31 | 98* | / | -11
CC(Oc1ccc(Cl)cc1Cl)c1nc(-c2ccc(NC(=O)c3ccccn3)cc2)no1 (stereo not given) | -24 | 10 | 55 | 1 | -4.1 | / | 53 | 2 | -51 | /
OC1(c2ccc(OC(F)F)cc2)CSC(=Nc2cccnc2)N1C1CC1 (stereo not given) | -40 | 8 | 11 | 4 | -1.0 | -17 | 18 | 23 | -2 | /
CCCn1nnnc1NC(=O)CSc1ccc(Cl)cc1 | -30 | 7 | 94 | 7 | -3.7 | -3 | 93 | -5 | -14 | -2
CCn1c(SCC(=O)c2[nH]c(C)c(C(C)=O)c2C)nnc1-c1ccncc1 | -49 | 7 | 93 | 4 | -1.1 | 11 | 102 | -2 | 13 | -2
CN(C)c1cccc(C(=O)OCC(=O)Nc2ccccc2-c2ccccc2)c1 | -50 | 16 | 78 | 4 | 1.1 | -2 | 71 | 5 | -1 | -11
Cn1c(=O)c(C(=O)CN2CCOCC2)c(N)n(Cc2ccccc2)c1=O | -37 | 32 | 93 | 0 | -3.0 | 3 | 90 | 0 | -9 | /
COc1ccccc1C(=O)NCCNC(=O)c1ccco1 | -27 | 6 | 98 | 1 | -2.0 | -7 | 104 | -4 | 7 | /
COc1ccc2[nH]c(C(O)(Cc3cccnc3)Cc3cccnc3)cc2c1 | -17 | 15 | 81 | -2 | 1.7 | 5 | 81 | -9 | / | -1
O=C(COC(=O)c1cc(=O)[nH]c2ccccc12)Nc1nc(-c2cccc(Br)c2)cs1 | -22 | 9 | 84 | -2 | -3.3 | 0 | 87 | -5 | -62 | -1
COCCn1c(=S)[nH]c2cc(C(=O)NCCc3ccc(OC)c(OC)c3)ccc2c1=O | -7 | 27 | 98 | -2 | -1.2 | -3 | 89 | 3 | 12 | -1
COc1ccc(-n2c(Cc3cccn3C)nnc2SCC(=O)Nc2cc(Cl)ccc2OC)cc1 | -28 | 6 | 52 | 2 | -4.3 | 0 | 35 | 7 | -28 | 0
C=CCn1c(-c2cccs2)nc2ccccc21 | -38 | 31 | 93 | 4 | -1.2 | 12 | 96 | -7 | 34 | -1
CCC(CC)c1nnc(NC(=O)c2ccc(N3CCCC3=O)cc2)s1 | -10 | 6 | 91 | 1 | -0.7 | -12 | 92 | -5 | -23 | 1
CCOc1ccc(C(=O)Nc2cccc(NC(=O)c3cccs3)c2)cc1[N+](=O)[O-] | -13 | 19 | 85 | 2 | -3.8 | 2 | 75 | 6 | / | -6
CCN1CCN(C(=O)c2ccc3c(=O)n(Cc4ccccc4OC)c(=S)[nH]c3c2)CC1 | -6 | 20 | 93 | 0 | 0.2 | -10 | 95 | 7 | -21 | 1
c1ccc(CCc2nn3c(-c4ccncc4)nnc3s2)cc1 | -19 | 27 | 102 | 0 | -0.3 | -15 | 108 | 0 | 12 | 2
CCOC(=O)c1oc2ccccc2c1NC(=O)c1cccc(OC)c1 | -3 | 3 | 90 | 10 | 1.8 | -27 | 78 | -9 | 4 | 3
COc1cc(C2NC(=O)NC(C)=C2C(=O)NCc2ccccc2)c(Cl)cc1O (stereo not given) | 5 | 5 | 94 | 0 | -1.6 | -2 | 108 | -2 | 7 | 0
O=C(Nc1ccc2c(c1)OCO2)c1sc2cc(Cl)ccc2c1Cl | -42 | 8 | 90 | 4 | 0.7 | 2 | 92 | -4 | / | -5
CCOC(=O)c1[nH]c2c(c1C)C(=O)CC(c1ccco1)C2 (stereo not given) | -3 | 1 | 10 | 3 | -4.7 | -13 | 12 | 25 | 17 | 1
CC(C(=O)OCC(=O)Nc1ccc2c(c1)OCO2)N1C(=O)c2ccccc2C1=O (stereo not given) | -51 | / | 96 | 2 | -0.6 | -9 | 98 | -5 | -20 | 10
N#Cc1ccccc1Sc1ccccc1N | -35 | 3 | 80 | 6 | -2.3 | -16 | 79 | 6 | -3 | /
CC1=C(C)/C(=N\OS(=O)(=O)c2ccccc2)C=CC1=O | 100* | 7 | 34 | 3 | -2.5 | -17 | 17 | 77* | 8 | /
O=C(O)c1cccc(COc2ccccc2Cl)c1 | -60 | 14 | 96 | / | -0.4 | -6 | 102 | / | / | /
CCOC(=O)c1ccccc1NC(=O)c1cccnc1 | 9 | 6 | 98 | 1 | -1.4 | / | 89 | -9 | -31 | /
COc1ccc(N/C(C)=C2/C(=O)C(=O)N(CCO)C2c2ccc([N+](=O)[O-])cc2)cc1 (stereo not given) | -62 | 22 | 88 | 1 | -1.3 | -14 | 107 | 1 | 9 | /
O=C(c1ccc(Br)o1)N(Cc1ccccc1)c1ccccn1 | -29 | 5 | 90 | 3 | -2.0 | -14 | 84 | -8 | 7 | -2
CCn1cc(S(=O)(=O)CC(=O)Nc2ccc3c(c2)OCCO3)c2ccccc21 | -5 | 17 | 100 | 2 | -0.3 | -5 | 99 | -9 | / | -1
Cc1c(NC2=C(Cl)C(=O)N(c3ccccc3)C2=O)c(=O)n(-c2ccccc2)n1C | -30 | 12 | 93 | 6 | -5.3 | -33 | 85 | 7 | -23 | -1
O=C(NC(=S)NCc1ccccc1)c1ccc2c(c1)OCO2 | 19 | 31* | 109 | 9 | -3.5 | -12 | 106 | -1 | -8 | -4
O=C(CN(C1CCCCC1)S(=O)(=O)c1ccc(Cl)cc1)NCCCO | -31 | 5 | 93 | 1 | -2.8 | -3 | 89 | -11 | 2 | -2
Cc1cc(NS(=O)(=O)c2ccc(NC(=O)COc3ccc(Cl)cc3)cc2)no1 | -21 | 7 | 96 | 0 | -1.1 | -11 | 101 | -3 | -1 | 0
O=C(CSc1nnc(-c2ccc(OC(F)F)cc2)o1)NC(=O)NCc1ccco1 | -31 | 7 | 98 | 10 | -1.6 | -1 | 95 | -6 | / | -2
COC(C)(C)[C@]12CC(O)(C(C)C)ON1[C@H]1CCCCC1N2O (stereo not given in full) | -53 | 3 | 91 | -1 | 0.0 | -8 | 116 | 0 | 37 | 0
